TRHR agonist = qHTS for Small Molecule Agonists and Allosteric Enhancers of Human TRH Receptor: Primary Screen for Agonists. AID 493084, 2011. activation, % at 2 µM. Thyrotropin-releasing hormone receptor (Homo sapiens), P34981. actives 0.18% (n = 360,000). TRHR cells, calcium flux fluo-8, FDSS agonist mode; in the data active means activation above about 30%; further: 0% is about no effect
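TRHR-expressing cells, plated overnight in medium with 10% serum, were loaded with fluo-8 calcium dye at room temperature. After a 10 s baseline, library compound was pin-added and calcium release was recorded kinetically (ex 480/em 530) as agonist response.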
Pol beta inh = qHTS Assay for Inhibitors of DNA Polymerase Beta | P06746 | Pol beta primer extension/strand displacement, fluorescence kinetic | Potency, µM (top dose mostly 114 µM), for the others: top-dose activity change, negative = inhibition, actives largely listed as inhibitors | actives 1.3% (n = 340,000) | AID 485314, 2010; further: potency means the concentration at half of the fitted maximal effect; on the % scale 0 is the no-effect control and ±100 the full control effect
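Pol beta (10 nM) was preincubated with compound for 15 min at room temperature. The reaction was then started with 50 nM substrate and read immediately and after a further 10 min at room temperature.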
BLM helicase inh = qHTS Assay for Inhibitors of Bloom's syndrome helicase (BLM). recombinant BLM DNA unwinding, fluorescence dequenching. actives 0.2% (n = 350,000). Potency, µM (top dose mostly 56.1 µM), for inactives: top-dose activity change, negative = inhibition, most hits filed as inhibitors;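 further: potency means the concentration at half of the fitted maximal effect; plate controls were vehicle for no effect and no enzyme for full effect; nearly all actives have a fitted effect of over 35% in size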
APEX1 inh = qHTS Assay for Inhibitors of the Human Apurinic/apyrimidinic Endonuclease 1 (APE1); DNA repair nuclease/redox regulator APEX1 (Homo sapiens), P27695; recombinant APE1, TAMRA/BHQ-2 abasic DNA cleavage fluorescence; Potency, µM (series often up to 65.8 µM), for the others: at the top dose activity change, negative = inhibition, usual class: inhibitors; actives 0.35% (n = 350,000);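 further: potency means the concentration at half of the fitted maximal effect; plate controls were vehicle for no effect and reference inhibitor for full effect; nearly all actives have a fitted effect of over 55% in size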
Target sequence (P27695 whole entry, looked up): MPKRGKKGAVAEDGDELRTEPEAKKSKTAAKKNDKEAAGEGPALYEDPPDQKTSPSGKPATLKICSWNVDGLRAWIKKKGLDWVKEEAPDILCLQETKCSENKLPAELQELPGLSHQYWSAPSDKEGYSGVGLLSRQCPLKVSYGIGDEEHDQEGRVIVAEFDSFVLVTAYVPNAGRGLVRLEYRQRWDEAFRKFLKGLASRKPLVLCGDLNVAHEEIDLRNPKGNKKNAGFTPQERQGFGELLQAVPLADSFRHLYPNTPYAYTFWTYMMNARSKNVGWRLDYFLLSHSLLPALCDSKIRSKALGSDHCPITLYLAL
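APE1 at 0.75 nM final was preincubated with compound 15 min at room temperature, then 50 nM double-stranded THF abasic-site substrate (5'-TAMRA/3'-BHQ-2) was added. Fluorescence (ex 525/em 598 nm) was read kinetically; third-minus-first read gave activity.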
Pol iota inh = qHTS for Inhibitors of Polymerase Iota; DNA polymerase iota (Homo sapiens), Q9UNA4; Pol iota fluorescent replication assay, 10 min; Potency, µM (top dose mostly 115 µM), inactives show top-dose activity, negative = inhibition, actives largely listed as inhibitors; actives 1% (n = 390,000); AID 588590, 2011; further: potency means the concentration at half of the fitted maximal effect
Target sequence (Q9UNA4 whole entry, looked up): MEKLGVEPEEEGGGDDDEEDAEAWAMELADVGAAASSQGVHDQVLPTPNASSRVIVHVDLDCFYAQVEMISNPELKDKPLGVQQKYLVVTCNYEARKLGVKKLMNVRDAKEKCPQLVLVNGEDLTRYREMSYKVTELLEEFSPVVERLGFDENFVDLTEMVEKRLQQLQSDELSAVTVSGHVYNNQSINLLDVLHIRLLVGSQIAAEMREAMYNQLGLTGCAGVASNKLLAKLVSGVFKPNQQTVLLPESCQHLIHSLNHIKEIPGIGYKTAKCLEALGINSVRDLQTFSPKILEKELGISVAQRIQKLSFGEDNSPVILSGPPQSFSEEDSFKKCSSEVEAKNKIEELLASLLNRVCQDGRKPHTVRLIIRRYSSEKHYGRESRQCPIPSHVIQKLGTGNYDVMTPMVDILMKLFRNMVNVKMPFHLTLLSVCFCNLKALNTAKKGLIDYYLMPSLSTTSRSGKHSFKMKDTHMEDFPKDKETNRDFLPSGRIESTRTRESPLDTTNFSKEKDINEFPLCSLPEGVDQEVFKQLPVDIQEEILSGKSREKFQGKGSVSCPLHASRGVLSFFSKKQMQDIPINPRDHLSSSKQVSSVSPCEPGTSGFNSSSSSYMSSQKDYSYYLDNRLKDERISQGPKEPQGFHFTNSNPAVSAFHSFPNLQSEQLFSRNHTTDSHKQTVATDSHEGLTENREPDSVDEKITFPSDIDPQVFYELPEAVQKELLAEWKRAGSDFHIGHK
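Pol iota at 10 nM preincubated 15 min with compounds at room temperature; reaction started with fluorescent substrate, 50 nM final. Fluorescence read kinetically at 0 and 10 min; buffer-only wells as negative control.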
Anesthetic bind = qHTS Assay for Identification of Novel General Anesthetics. Ferritin light chain (Equus caballus), P02791. apoferritin/1-aminoanthracene competitive binding, fluorescence. Potency, µM (doses to about 77.5 µM), inactives show at the highest dose activity change, negative = displacement, most hits filed as inhibitors. actives 0.074% (n = 350,000). AID 485281, 2010; further: potency means the concentration at half of the fitted maximal effect; on the % scale 0 is the no-effect control and ±100 the full control effect; nearly all actives have a fitted effect of over 20% in size
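Read-out: endpoint 1-AMA fluorescence, excitation 380 nm and emission 535 nm, after compounds sit 10 min at room temperature with 10 uM horse-spleen apoferritin in 50% saturated 1-AMA/PBS. Values come from four-parameter Hill fits.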
POLK inh = qHTS for Inhibitors of Polymerase Kappa | DNA polymerase kappa (Homo sapiens), Q9UBT6 | purified Pol kappa, fluorescent DNA synthesis assay, 10 min | Potency, µM (titrated, usually from 107 µM), for the others: at the top dose activity, negative = inhibition, hits mostly inhibitors | actives 0.53% (n = 400,000) | AID 588579, 2011; further: potency means the concentration at half of the fitted maximal effect; on the % scale 0 is the no-effect control and ±100 the full control effect
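Readout: fluorescence, taken kinetically at 0 and 10 min. Conditions: 10 nM Pol kappa, 15 min RT compound preincubation, 50 nM substrate final. Controls: enzyme-free buffer wells.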
12-LOX inh = Primary qHTS assay for inhibitors of human arachidonate 12S-lipoxygenase (ALOX12): Round 2. Polyunsaturated fatty acid lipoxygenase ALOX12 (Homo sapiens), P18054. Potency, µM (series often up to 108 µM), inactives show top-dose activity change, negative = inhibition, usual class: inhibitors. actives 1.1% (n = 580,000). purified 12hLO, xylenol orange hydroperoxide absorbance; further: potency means the concentration at half of the fitted maximal effect; on the % scale 0 is the no-effect control and ±100 the full control effect
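Purified human 12hLO at 150 nM in 25 mM Hepes, 0.01% Triton X-100, pH 7.0, preincubated 15 min at room temperature with compound. Reaction started with 40 uM arachidonic acid, 30 min at room temperature. Hydroperoxide measured by Fe-xylenol orange, 573/405 nm absorbance ratio.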
ERG Ets-DNA blk = qHTS for Small Molecule Inhibitors of the ERG Ets/DNA interaction; fluorescence polarization, His-ERG Ets domain / labelled DNA; actives 0.028% (n = 370,000); Potency, µM (top dose mostly 76.9 µM), without a hit: at the top dose FP activity, negative = inhibition, usual class: inhibitors; Transcriptional regulator ERG (Homo sapiens), P11308; active means well fitted inhibition curve with a large enough effect in the polarisation, with a control signal flat; inconclusive means small, poorly fitted or top-dose-only effect, or effect the other way, or a change in a side signal; inactive means no such curve, though single readings can be large or run the other way; the % refers to the polarisation;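 further: polarization taken with two DNA probes labelled with fluorescein and Texas red; potency means the concentration at half of the fitted maximal effect; % of control where 0% means no effect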
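His-tagged ERG Ets domain (1 uM in the protein solution; 300mM KCl, 50mM Tris-HCl, 1mM EDTA, 1mM DTT, pH 7.5) received compound, then a probe mix of 5 nM fluorescein-DNA and 100nM Texas-615-DNA. Fluorescence polarization was read for both dyes.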
* marks the source's active call; other numbers are inactive results; ? = inconclusive; · = no result given; & = joins results of further samples; [ ] = dose if it differs, or a comment. Unless noted, the call rests on the fitted dose curve; in most records, active means well fitted curve in the direction sought with a large enough effect; inconclusive means small, poorly fitted or top-dose-only effect, or another doubt; inactive means no such curve, though single readings can be large; an effect the other way counts as inactive or inconclusive. A portion of the library (hit frequency here may not be typical).

TRHR agonist	Pol beta inh	BLM helicase inh	APEX1 inh	Pol iota inh	Anesthetic bind	POLK inh	12-LOX inh	ERG Ets-DNA blk	Structure
-1.1	6%	-3%	14%	-13%	9%	-22%	13%	4%	COc1cccc(N2CC(O)=C(c3nc4ccccc4s3)C2=N)c1
-0.6	6%	-2%	0%	4%	-1%	-5%	-11%	2%	CCOC(=O)[C@@H]1CCNC[C@@H]1c1ccccc1
0.8	7%	-3%	-3%	?	-18%	-11%	-16%	6%	Cc1ccc(S(=O)(=O)N2CCC[C@H]2C(=O)OC(C)C(=O)Nc2ncc(Cl)cc2Cl)cc1 (stereo partly drawn)
-0.5	15%	-10%	14%	6%	-20%	-7%	0%	-7%	C#CCOc1ccc(Br)cc1/C=N/O
-0.3	2%	-9%	-4%	-20%	-6%	-10%	24%	-7%	CN(/N=C/Cc1nnnn1-c1ccc(Cl)cc1)c1ccccc1
1.5	5%	0%	15%	-3%	-9%	4%	-4%	21%	COc1c(C(=O)Nc2ccc(CN3CCOCC3)cc2)cc2ccccc2c1Br
1.3	-17%	-2%	1%	9%	12%	-5%	0%	1%	COc1ccc(C(=O)n2nc(-c3ccc(Cl)cc3)nc2N)cc1OC
0.7	5%	8%	4%	-11%[58.9 µM]	-7%	-1%	0%	19%	O=c1cc(CSCc2ccc(Cl)cc2)[nH]c(=O)[nH]1
·	·	2%	-5%	·	7%[29.3 µM]	-8%[19.4 µM]	0%	·	C[C@H](N=C(NC#N)Nc1ccncc1)C(C)(C)C
0.3	32%	-2%	2%	1.3µM*	-4%	-12%	?	5%	COc1ccc(C(c2c(C)[nH]n(-c3ccccc3)c2=O)c2c(C)[nH]n(-c3ccccc3)c2=O)cc1OC
-1.0	-30%	-1%	4%	7%	-12%	2%	17%	1%	COc1ccc(-c2nnn(CC(=O)N(CCCO)C(C(=O)NC3CCCC3)c3ccncc3)n2)cc1 (stereo not drawn)
-0.3	14%	1%	-5%	17%	-5%	4%	-9%	-9%	O=C(CC(NC(=O)OCc1ccccc1)C(=O)O)OCc1ccccc1 (stereo not drawn)
0.6	·	·	19%	19%	·	5%	38%	10%	CCN(c1ccccc1)S(=O)(=O)c1ccc(OC)c(NC(=O)Cc2ccccc2OC)c1
0.1	·	·	0%	-11%	·	?	8%	5%	COc1ccc(Cc2nnc(SCC(=O)c3ccc4c(c3)NC(=O)CO4)o2)cc1
-0.5	51%	0%	-7%	21%	?	-5%	1%	5%	NC(=O)CC(NC(=O)c1ccccc1)c1ccc(NC2CCCCCCC2)c([N+](=O)[O-])c1 (stereo not drawn)
-0.5	-19%	6%	5%	20%	-12%	4%	0%	-2%	COc1ccc(-c2ccc(SCc3cccnc3)nn2)cc1OC
0.8	1%	-2%	·	-22%	-13%	-16%	-10%	-1%	CCC(C(=O)O)n1ccc2cc(S(=O)(=O)N3CCCCC3)ccc21 (stereo not drawn)
-0.2	-30%	-4%	0%	-1%	-1%	-4%	3%	-3%	O=C(Nc1ccc2cn[nH]c2c1)c1ccc(Cl)c(S(=O)(=O)N2CCOCC2)c1
0.3	-1%	-14%	·	?	6%	-27%	?	-3%	CC(C)(C)C1CCc2c(sc(NC(=O)c3ccncc3)c2C(=O)Nc2ccccc2Cl)C1 (stereo not drawn)
1.4	4%	-6%	-2%	23%	-4%	-8%	-27%	-2%	O=C1CC(/C=C/c2ccncc2)=Nc2ccccc2N1
-0.3	·	·	14%	5%	·	-12%	5%	1%	O=C(NCCN1CCOCC1)c1ccc(NS(=O)(=O)c2cccc([N+](=O)[O-])c2)cc1
-0.2	·	·	7%	11%	·	-12%	-12%	-7%	COc1ccc(OCC(=O)NC(=O)c2ccccc2OC)c([N+](=O)[O-])c1
1.3	-17%	-13%	1%	-21%	-11%	-7%	-26%	3%	O=C(Nc1ccccc1)OC1CCC2CC1CCC2OC(=O)Nc1ccccc1 (stereo not drawn)
-0.5	-1%	-2%	·	-18%	1%	-4%[60.1 µM]	-13%	-3%	Cc1cccc(N(C)C(=O)CCNS(=O)(=O)c2ccc3c(c2)CCN3C(=O)C2CC2)c1
·	·	·	17%	12%	·	-9%	160%[activator]	-3%	CNS(=O)(=O)c1cccc(C(=O)OCC(=O)Nc2nc(OC)cc(OC)n2)c1

A draw from above in order of count of non-hydrogen atoms, rising:
TRHR agonist	Pol beta inh	BLM helicase inh	APEX1 inh	Pol iota inh	Anesthetic bind	POLK inh	12-LOX inh	ERG Ets-DNA blk	Structure
-1.1	6%	-3%	14%	-13%	9%	-22%	13%	4%	COc1cccc(N2CC(O)=C(c3nc4ccccc4s3)C2=N)c1
0.1	·	·	0%	-11%	·	?	8%	5%	COc1ccc(Cc2nnc(SCC(=O)c3ccc4c(c3)NC(=O)CO4)o2)cc1
0.8	7%	-3%	-3%	?	-18%	-11%	-16%	6%	Cc1ccc(S(=O)(=O)N2CCC[C@H]2C(=O)OC(C)C(=O)Nc2ncc(Cl)cc2Cl)cc1 (stereo partly drawn)

The listing continues.
TRHR agonist	Pol beta inh	BLM helicase inh	APEX1 inh	Pol iota inh	Anesthetic bind	POLK inh	12-LOX inh	ERG Ets-DNA blk	Structure
0.5	35%	0%	-1%	86%[activator]	5%	-13%	-13%	-7%	CCOc1ccc(C(C(=O)NC2CCCCC2)N(C(=O)c2csnn2)C2CC2)cc1 (stereo not drawn)
-0.9	-1%	-11%	-7%	-7%	-11%	-13%	-7%	4%	COc1cc(CN2CC(=O)N(c3ccc(C)c(Cl)c3)C2=S)cc(OC)c1OC
0.0	6%	-8%	-18%	-7%	-4%	6%	141%[activator]	-12%	COc1ccc(C(=O)Nc2nnc(SCC(=O)NC3CCCC3)s2)c(OC)c1
-0.2	8%	0%	-2%	3%	-6%	-2%	-2%	-1%	Cc1cc(C)c(S(=O)(=O)N2CCCOC2CNC(=O)C(=O)NCc2cccnc2)c(C)c1 (stereo not drawn)
0.5	9%	-9%	39%	30%[activator]	-1%	-15%	-45%	0%	CCOC(=O)[C@@H]1[C@H]2COc3ccc(Br)cc3[C@H]2N2C(=O)N(c3ccc(F)cc3)C(=O)[C@]12C
-1.6	2%	-8%	0%	8%	-18%	7%	?	6%	Cc1cc2nc(C)n(CCCNC(=O)Nc3ccc(C#N)cc3)c2cc1C
-1.2	-4%	-6%	·	-7%	70%[activator]	-17%[60.1 µM]	-26%	-4%	Cc1cccc(CCNC(=O)c2ccc(CSCc3cccc(Cl)c3)o2)c1
-1.4	5%	5%	3%	38%[activator]	-13%	1%	-3%	8%	O=C(C1CCCCC1)N1CCN(c2ccnc3cc(Cl)ccc23)CC1
-0.7	7%	-11%	-11%	5%	2%	-6%	?	8%	Cn1c(=O)c2c(nc(CN3CCc4ccccc4C3)n2Cc2ccccc2)n(C)c1=O
-1.0	2%	-2%	-2%	153%[activator]	-20%	-14%	-9%	-7%	CSc1ncnc2c1cnn2-c1ccc(C)cc1C
·	·	·	-10%&3%	?	·	-16%	0%	·	C=CCNc1oc(-c2cccc(F)c2)nc1C#N
0.1	?	-2%	-6%	51%[activator]	-20%	-16%	?	-8%	CCOc1ccccc1NC(=S)NC(=O)c1ccco1
0.5	4%	-2%	·	8%	-4%	7%	-4%	-3%	Cc1c(Cl)cccc1NC(=O)N1CCOc2ccccc21
0.1	32%	1%	71%	-1%	-8%	-8%	4%	0%	CSCCC(=O)N1CCC(n2nccc2NC(=O)CCCc2ccccc2)CC1
1.1	11%	-1%	1%	163%[activator]	-1%	1%	-10%	6%	NS(=O)(=O)c1ccc(CCN=C(NS(=O)(=O)c2cccs2)c2ccccc2)cc1
·	·	0%	2%	·	·	8%[60.1 µM]	-3%[57.4 µM]	·	CC(=O)N1CCC2(CCCN(C(=O)Nc3cccc(F)c3)C2)CC1
-0.7	?	7%	1%	24%	6%	1%	14%	-4%	C/C(=N\NC(=O)c1ccc(Cl)c(Cl)c1)c1ccc(Br)s1
-0.2	1%	-10%	·	7%	-21%	-8%	-30%	0%	CCCCCSc1nnc2c(n1)OC(c1ccc(C)s1)N(C(C)=O)c1ccccc1-2 (stereo not drawn)
0.7	-3%	-3%	25%	9%	4%	-20%	-18%	-1%	CC1CC(C)CN(C(=O)C(NS(=O)(=O)c2ccc(Br)s2)c2ccccc2)C1 (stereo not drawn)
·	·	·	·	18µM*	·	18µM*	45µM*	?	CCN(CC)CCCNc1nc2ccccc2c2[nH]c3ccc(OC)cc3c12
-0.3	-1%	1%	-5%	43%[activator]	?	-8%	3%	·	Cc1nc(N[C@@H](Cc2c[nH]c3ccccc23)C(=O)O)c2oc3ccccc3c2n1
0.3	-20%	-1%	40µM*	13%	-5%	-16%	6%	-4%	CCOC(=O)N1CCN(C(=O)c2c(O)c3cccc4c3n(c2=O)CC4)CC1
-0.3	-29%	-9%	·	23%	1%	0%	-16%	3%	COc1ccc(OC)c(NC(=O)CCc2c(C)nc3c(c(C)nn3C(C)(C)C)c2C)c1
0.6	-2%	-6%	5%	91%[activator]	-9%	-6%	-5%	6%	O=C(Nc1ccccc1)Nc1cccc(C(F)(F)F)c1

Source: PubChem
